Compound activity from PubChem.
POLK inh – blocks human DNA polymerase kappa activity. Q9UBT6. purified Pol kappa, fluorescent DNA synthesis assay, 10 min. Potency, µM (top dose mostly 107 µM), without a hit: at the top dose activity, negative = inhibition, hits mostly inhibitors. 0.53% of 400,000 active. AID 588579; also: potency is read from the fitted curve at half-maximal effect; % is scaled to controls: 0 for no effect and ±100 for the full control effect
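Pol kappa 10 nM + cpd, 15 min RT; start w/ substrate 50 nM final; fluorescence kinetic read, 0 and 10 min. Neg ctrl: buffer, no enzyme.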
RXFP1 antagonist – blocks the human relaxin receptor RXFP1. Q9HBX9. HEK293-RXFP1, relaxin-stimulated cAMP HTRF, 30 min; hits give low values. activity change, negative = inhibition, % at 57.5 µM. 0.59% of 350,000 active;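 active = activity change of -60% or lower, but not beyond a set lower limit; inconclusive = change between -60% and -40%, or beyond the set limit; inactive = change above -40%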; also: % is scaled to controls: 0 for no effect and ±100 for the full control effect
POLB inh – inhibitors of human DNA polymerase beta | Pol beta primer extension/strand displacement, fluorescence kinetic | P06746 | Potency, µM (highest dose often 114 µM), for the others: at the top dose activity change, negative = inhibition, actives largely listed as inhibitors | 1.3% of 340,000 active; also: potency is read from the fitted curve at half-maximal effect; % is scaled to controls: 0 for no effect and ±100 for the full control effect
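Pol beta (10 nM) and compounds were preincubated 15 min at room temperature, then 50 nM substrate (final) started primer extension/strand displacement. Reads were taken at 0 and 10 min; concentration-response data were fitted to a four-parameter Hill equation.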
Pol iota inh – blocks human DNA polymerase iota activity; Q9UNA4; Pol iota fluorescent replication assay, 10 min; Potency, µM (highest dose often 115 µM), inactives show at the highest dose activity, negative = inhibition, hits mostly inhibitors; 1% of 390,000 active; AID 588590; also: potency is read from the fitted curve at half-maximal effect
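Pol iota at 10 nM preincubated 15 min with compounds at room temperature; reaction started with fluorescent substrate, 50 nM final. Fluorescence read kinetically at 0 and 10 min; buffer-only wells as negative control.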
BLM inh – blocks DNA unwinding by human BLM helicase | P54132 | Potency, µM (series often up to 56.1 µM), without a hit: at the top dose activity change, negative = inhibition, most hits filed as inhibitors | recombinant BLM DNA unwinding, fluorescence dequenching | 0.2% of 350,000 active | AID 2528;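 also: potency is read from the fitted curve at half-maximal effect; plate controls were vehicle for no effect and no enzyme for full effect; nearly all actives have a fitted effect of over 35% in size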
POLH inh – blocks human DNA polymerase eta activity. Q9Y253. Potency, µM (top dose mostly 114 µM), for inactives: at the top dose activity change, negative = inhibition, hits mostly inhibitors. 1.2% of 390,000 active. recombinant Pol eta, fluorescent DNA replication assay; also: potency is read from the fitted curve at half-maximal effect; % is scaled to controls: 0 for no effect and ±100 for the full control effect
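Fluorescent replication assay: 50 nM final substrate added after a 15 min room-temperature compound preincubation with 10 nM enzyme. Signal taken at 0 min and again at 10 min.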
APE1 inh – APE1 (human) endonuclease inhibition | 0.35% of 350,000 active | recombinant APE1, TAMRA/BHQ-2 abasic DNA cleavage fluorescence | Potency, µM (doses to about 65.8 µM), inactives show at the highest dose activity change, negative = inhibition, actives largely listed as inhibitors | P27695;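 also: potency is read from the fitted curve at half-maximal effect; plate controls were vehicle for no effect and reference inhibitor for full effect; nearly all actives have a fitted effect of over 55% in size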
Target sequence (P27695 whole entry, looked up): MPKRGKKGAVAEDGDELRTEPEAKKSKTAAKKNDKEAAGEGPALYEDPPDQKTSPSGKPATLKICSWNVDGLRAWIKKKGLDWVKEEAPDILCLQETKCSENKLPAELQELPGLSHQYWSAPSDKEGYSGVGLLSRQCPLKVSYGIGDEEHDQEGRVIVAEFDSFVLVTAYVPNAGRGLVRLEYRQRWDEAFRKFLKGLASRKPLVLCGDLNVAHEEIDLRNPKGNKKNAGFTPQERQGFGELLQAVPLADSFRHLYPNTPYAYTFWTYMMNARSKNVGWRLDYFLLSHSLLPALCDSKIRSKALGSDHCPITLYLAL
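Step 1: APE1 (0.75 nM) with compound, 15 min RT. Step 2: add 50 nM fluorophore/quencher THF duplex. Step 3: three fluorescence reads 60 s apart (525/598 nm); read 3 minus read 1 = reaction progress.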
Apoferritin bind – candidate novel general anesthetic via apoferritin binding; 0.074% of 350,000 active; Potency, µM (doses to about 77.5 µM), for inactives: top-dose activity change, negative = displacement, actives largely listed as inhibitors; AID 485281; P02791; apoferritin/1-aminoanthracene competitive binding, fluorescence; also: potency is read from the fitted curve at half-maximal effect; % is scaled to controls: 0 for no effect and ±100 for the full control effect; nearly all actives have a fitted effect of over 20% in size
Target sequence (P02791 2-175 limits assumed): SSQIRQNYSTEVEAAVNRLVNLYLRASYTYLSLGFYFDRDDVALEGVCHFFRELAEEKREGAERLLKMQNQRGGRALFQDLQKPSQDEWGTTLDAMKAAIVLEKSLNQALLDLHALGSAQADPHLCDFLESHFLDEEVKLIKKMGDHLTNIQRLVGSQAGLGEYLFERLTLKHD
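10 uM apoferritin + 50% sat. 1-AMA, PBS; cpd 10 min RT; Ex380/Em535 endpoint; normalized to free probe vs complex; 4-param Hill fit; propofol titration as pos. ctrl.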
Tb PGK inh – inhibitors of T. brucei phosphoglycerate kinase | P07378 | PGK/GAPDH coupled, Kinase-Glo luminescence, 60 min | Potency, µM (titrated, usually from 57.5 µM), without a hit: top-dose activity change, negative = inhibition, actives largely listed as inhibitors | 0.043% of 380,000 active; also: potency is read from the fitted curve at half-maximal effect; % is scaled to controls: 0 for no effect and ±100 for the full control effect; nearly all actives have a fitted effect of over 60% in size
Target sequence (P07378 whole entry, looked up): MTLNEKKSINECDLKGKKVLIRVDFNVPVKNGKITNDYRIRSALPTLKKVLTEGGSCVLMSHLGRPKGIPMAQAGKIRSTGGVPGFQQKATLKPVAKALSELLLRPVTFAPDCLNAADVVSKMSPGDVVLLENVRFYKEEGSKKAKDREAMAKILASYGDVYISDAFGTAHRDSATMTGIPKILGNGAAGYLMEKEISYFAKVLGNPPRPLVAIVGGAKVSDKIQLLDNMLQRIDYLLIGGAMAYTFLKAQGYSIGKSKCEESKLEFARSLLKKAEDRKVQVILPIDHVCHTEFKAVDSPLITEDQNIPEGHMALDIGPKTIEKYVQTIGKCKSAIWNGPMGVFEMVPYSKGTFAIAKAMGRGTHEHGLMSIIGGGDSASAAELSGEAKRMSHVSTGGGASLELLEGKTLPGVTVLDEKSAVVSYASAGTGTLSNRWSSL
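Luminescent ATP detection (Kinase-Glo Plus) follows a 60-minute room-temperature incubation, with wells lacking PGK as controls. Buffer: 100 mM TEA (pH 7.6), 5 mM MgCl2, 0.01% Tween-20. Coupling enzyme GAPDH (100 nM final) supplies unstable 1,3-BPG in-well.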
* hit, by the source's call; i = inactive; u = inconclusive; x = not tested or not shown; & = joins results of further samples; [ ] = remark or other dose. Unless noted, calls follow the shape of the dose curve; as a rule, active = well fitted curve in the direction sought with a large enough effect; inconclusive = small, poorly fitted or top-dose-only effect, or another doubt; inactive = no such curve, though single readings can be large; an effect the other way counts as inactive or inconclusive.

The line under a structure holds: POLK inh, RXFP1 antagonist, POLB inh, Pol iota inh, BLM inh, POLH inh, APE1 inh, Apoferritin bind, Tb PGK inh
Cc1cc(C(F)F)nn1CC(=O)NC1CCCC1
  -7.9%, 5.7, -0.2%, 146.8%[activator], 0.1%, -19.9%, 8.5%, 5.1%, -2.9%
CCN(CC)c1ccc(NC(=O)Nc2cccc3ccccc23)cc1
  -1.8%, -22.0, 6.0%, 114.3%[activator], -1.5%, -10.3%, 64.4%[activator], -0.2%, -1.3%
O=C1CC(c2cc(F)cc(F)c2)c2cc3c(cc2N1)OCO3 (stereo not drawn)
  5.4%, x, 5.2%, 20.9%, -1.5%, -18.2%, x, -3.1%, -8.2%
CCn1c(SCC(=O)Nc2ccccc2F)nc2c(c1=O)SC(C)C2 (stereo not drawn)
  -3.2%, 0.6, 1.8%, 19.4%, -0.7%, -16.5%, 3.0%, -13.4%, -5.6%
Cc1cc(N2C(=O)C(=O)/C(=C(/O)c3ccccc3)C2c2cccc(Br)c2)no1 (stereo not drawn)
  -13.4%, -0.9, x, 11.1%, x, -10.3%, x, x, -8.3%
CC1CCc2c(C(=O)NCc3ccccn3)csc2C1 (stereo not drawn)
  -16.6%, -6.5, 8.2%, 55.4%[activator], 3.9%, -25.8%, 3.4%, -6.3%, -9.1%
COc1ccc(/C=C/C(=O)NNC(=O)c2ccncc2)c(OC)c1
  -5.8%, 4.7, x, 16.6%, x, 1.0%, 30.6%, x, -7.0%
COc1ccc(C)cc1S(=O)(=O)N(CC(=O)Nc1cccc([N+](=O)[O-])c1)c1ccccc1
  -1.2%, -17.0, -11.6%, -3.3%, -5.9%, -19.3%, -5.9%, -5.3%, 5.3%
O=C(O)c1ccccc1-c1ncc(-c2ccccc2)o1
  -2.4%, 14.3, x, 7.2%, x, -7.6%, x, x, 3.9%
Cc1ccc(S(=O)(=O)NNC(=O)CCC(=O)Nc2ccc(C)c(C)c2)cc1
  10.9%, -3.4, 2.1%, 2.7%, -5.2%, -19.5%, 11.1%, u, -1.1%
O=C(Nc1cc(Cl)ccn1)C1CCN(S(=O)(=O)c2cccs2)CC1
  0.6%, 9.5, u, -1.0%, -4.1%, -3.6%, -8.4%, 3.7%, -0.3%
CCOc1ccc2nc(C)cc(Nc3cccc([N+](=O)[O-])c3)c2c1
  -9.1%, -3.0, -28.4%, 5.4%, -12.6%, -19.3%, u, -4.5%, -6.2%
CC(C)(C)c1ccc(C(=O)Nc2ccc(O)c3c(=O)cc(-c4ccccc4Cl)oc23)cc1
  -25.0%&-11.0%, x, -11.5%, -23.6%&22.1%, 0.3%&-1.5%, 2.1%, -1.2%&0.5%, u, -7.0%
Cc1ccccc1Cc1c(C)nc2nc(SCC(=O)NCCCN3CCCC3)nn2c1C
  -2.2%, 7.4, 2.4%, 58.0%[activator], -5.9%, -6.5%, 56.1%[activator], -10.0%, -9.3%
O=C(Nc1ccc(F)c(Cl)c1)C1CCCN(S(=O)(=O)c2cccc3nsnc23)C1 (stereo not drawn)
  -2.0%, x, -8.0%, -12.5%, -6.0%, -10.3%, x, 5.1%, i
CCC(=O)Nc1ccc(NC(=O)CCc2ccccc2)cn1
  8.8%, -5.7, -10.5%, 19.3%, -9.5%, -18.9%, 30.5%, -5.4%, -6.9%
CCC1CN(C(=O)NCc2cccc(OC)c2)c2cc(Cl)ccc2O1 (stereo not drawn)
  -11.2%[60.1 µM], -0.4&-34.9, -19.7%&5.9%, 13.6%&3.8%, -10.8%&-4.1%, -25.7%&-11.1%, -31.2%, 0.1%&-4.8%, 6.8%&8.7%
CCOCCCNC(=O)c1c(NC(=O)Cc2coc3ccc(C)cc23)sc2c1CCC2
  -21.7%, -18.2, 10.9%, -6.9%, -4.4%, -17.6%, x, 137.5%[activator], 0.6%
Cc1ccccc1C(=O)N1CCN(c2ccc([N+](=O)[O-])c(NCc3ccco3)c2)CC1
  8.8%, -12.6, 18.3%, -10.0%, -7.2%, -9.4%, 8.3%, -19.3%, -8.1%
CCN1CCN(CCCNC(=O)Cn2c(-c3cccs3)cc3cc(Cl)ccc32)CC1
  -8.3%, -69.0*, -0.1%, 10.6%, -5.7%, -16.3%, x, -9.0%, -8.0%

By substructure: those above with a furan ring, fused or not.
The line under a structure holds: POLK inh, RXFP1 antagonist, POLB inh, Pol iota inh, BLM inh, POLH inh, APE1 inh, Apoferritin bind, Tb PGK inh
CCOCCCNC(=O)c1c(NC(=O)Cc2coc3ccc(C)cc23)sc2c1CCC2
  -21.7%, -18.2, 10.9%, -6.9%, -4.4%, -17.6%, x, 137.5%[activator], 0.6%
Cc1ccccc1C(=O)N1CCN(c2ccc([N+](=O)[O-])c(NCc3ccco3)c2)CC1
  8.8%, -12.6, 18.3%, -10.0%, -7.2%, -9.4%, 8.3%, -19.3%, -8.1%

Other structures follow.
The line under a structure holds: POLK inh, RXFP1 antagonist, POLB inh, Pol iota inh, BLM inh, POLH inh, APE1 inh, Apoferritin bind, Tb PGK inh
CCn1cc(-c2ccnc3cc(C(=O)O)nn23)c(C)n1
  -18.9%, 25.8, 17.2%, 13.6%, -1.1%, 1.7%, -4.9%, 153.4%[activator], 0.5%
c1cncc(-c2nc3cc(Cc4ccc5oc(-c6cccnc6)nc5c4)ccc3o2)c1
  x, x, 32.0%, x, 0.7%, x, -7.3%, -9.2%, x
CCC1Oc2ccccc2N(CC(=O)NCCc2ccc(OC)c(OC)c2)C1=O (stereo not drawn)
  -14.5%[60.1 µM], 1.0&0.6, 4.1%&2.4%, 3.7%&-2.1%, 0.2%&4.5%, -14.7%&-10.6%, 19.2%, 8.4%&3.0%, 0.5%
CCOC(=O)CCCNc1ccc([N+](=O)[O-])cc1[N+](=O)[O-]
  -5.9%, x, 21.2%, 17.5%, 2.3%, -3.5%, -2.2%, u, -4.7%
C#Cc1ccc2c(c1)C(=O)N(C)Cc1c(C(=O)OCCCOC(=O)c3ncn4c3CN(C)C(=O)c3cc(C#C)ccc3-4)ncn1-2
  -1.8%[60.1 µM], x, x, x, 1.2%, x, 17.4%, 2.2%, x
O=C(Nc1cccc(Cl)c1)N1CCN(Cc2ccccc2)CC1
  -13.5%, x, 5.4%, -4.7%, 1.8%, -13.1%, -1.1%, -5.7%, 6.0%
COc1cc(CN2CCNC(=O)C2CC(=O)N2CCCCO2)cc(OC)c1 (stereo not drawn)
  -2.4%, -7.6, 42.1%, 1.1%, 6.2%, -18.7%, 4.7%, -11.2%, -8.9%
Cc1nccn1CC(O)COC1CCCCC1 (stereo not drawn)
  7.5%, -8.7, -0.9%, u, -4.5%, -11.6%, -2.7%, -4.9%, -12.8%
CC(=O)c1cc2c(cc1NS(=O)(=O)c1ccc3c(c1)OCCO3)OCO2
  -7.0%[60.1 µM], 11.3, 2.8%, 2.2%, -3.3%, 1.3%, -11.0%, 1.0%, -6.7%
CC(=O)Nc1ccc(S(=O)(=O)NC2=NCN(C(C)C)CN2)cc1
  -11.3%, x, -0.7%, -21.9%, -1.7%, -8.9%, x, -18.4%, -2.8%
COc1cc(OC)cc(C(=O)NCc2cccnc2)c1
  -0.4%, -7.3, -20.1%, 9.7%, 2.8%, 3.8%, -1.2%, 1.3%, i
Cc1onc(-c2ccccc2Cl)c1C(=O)N1CCC(Cc2ccccc2)CC1
  -8.0%, -3.4, 24.9%, 12.3%, -4.2%, -15.9%, -8.7%, 5.2%, 1.3%
CC(C)CCN1CCN(Cc2ccc(C#CC(C)(C)O)s2)CC1CCO (stereo not drawn)
  -4.4%, -7.1, 7.2%, 160.1%[activator], -0.6%, -0.1%, 5.3%, -7.4%, 6.2%
N#C/C(=C(\O)Cc1ccccc1)c1nc2ccccc2[nH]1
  2.0%, -8.9, 14.4%, 1.5%, -11.6%, u, 0.2%, -3.8%, i
Cc1ccc(S(=O)(=O)NCc2ccncc2)cc1
  6.9%, 7.2, 3.7%, 2.7%, -3.3%, -11.8%, 5.3%, -11.0%, -0.5%
CCCCNC(=O)C1CCC(CNS(=O)(=O)c2ccc(Cl)cc2)CC1 (stereo not drawn)
  -19.0%[60.1 µM], 4.2, -3.9%, -7.3%, -3.2%, -5.5%, x, 1.7%, 9.6%
CC(C)n1c(-c2ccco2)csc1=Nc1cccnc1
  -13.9%, 1.4, 0.6%, 22.9%, -9.5%, -16.8%, 2.7%, u, -5.6%
O=C(NCC1CCCO1)C1CCN(S(=O)(=O)c2cc(Cl)ccc2Cl)CC1 (stereo not drawn)
  8.2%, 0.8, 21.6%, 140.4%[activator], -18.5%, -24.8%, 0.0%, 1.6%, -9.8%
COc1ccc2c(c1)c(=O)c(C(=O)c1ccc(Cl)cc1)cn2CC(=O)Nc1ccc2c(c1)OCO2
  -8.1%, x, u, 49.8%[activator], -7.4%, -15.6%, x, 0.8%, -5.0%
CCCNC(=O)c1ccc2c(c1)S(=O)(=O)c1ccccc1C2=O
  -9.7%, 12.5, 29.0%, 6.3%, -2.2%, 1.6%, -4.0%, -10.3%, -3.1%
CC1CN(C(=O)COc2ncnc3ccccc23)CC(C)O1 (stereo not drawn)
  -3.6%, 5.8, 34.8%[activator], u, -0.4%, -5.9%, -3.9%, -7.9%, 3.9%

As entered above.
`Cc1onc(-c2ccccc2Cl)c1C(=O)N1CCC(Cc2ccccc2)CC1` in Tb PGK inh reads 1.3%
`Cc1ccc(S(=O)(=O)NCc2ccncc2)cc1` in BLM inh reads -3.3%
`O=C(NCC1CCCO1)C1CCN(S(=O)(=O)c2cc(Cl)ccc2Cl)CC1` (stereo not drawn) in RXFP1 antagonist reads 0.8
`O=C(Nc1cccc(Cl)c1)N1CCN(Cc2ccccc2)CC1` in APE1 inh reads -1.1%
`CC(C)n1c(-c2ccco2)csc1=Nc1cccnc1` in BLM inh reads -9.5%
`CCOC(=O)CCCNc1ccc([N+](=O)[O-])cc1[N+](=O)[O-]` in POLH inh reads -3.5%

These rows are one share of the data; count on the stated rates, not on these rows.
